# Screens deposited in PubChem BioAssay by several laboratories.
# KCNQ1 inh = inhibitors of human KCNQ1 potassium channel; P51787; CHO-K1 KCNQ1, FluxOR thallium flux fluorescence; stronger effect = higher value; B-score at 10 µM; 1.3% of 310,000 active;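 active means compounds whose thallium flux B-score, printed positive for inhibition, exceeds three library SD while starting fluorescence stays within three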;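 further: channel opened by potassium depolarization with thallium stimulus after 20 min compound exposure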
# Dyrk1A ADPGlo = inhibitors of rat Dyrk1A kinase. Q63470. 0.43% of 310,000 active. ADP-Glo luminescence, NFATc1 peptide. inhibition, % at 12.5 µM; in the data active means inhibition above about 50%;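 further: plate controls were vehicle with enzyme for no effect and no enzyme for full effect; many of its hits are not listed in these tables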
# GSK3 alpha inh = human GSK-3 alpha kinase inhibition; ADP-Glo luminescence, 60 min; inhibition, % at 10 µM; 0.1% of 320,000 active; AID 2650;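 in the data active means inhibition above about 50%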;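 further: GST-tagged GSK-3 alpha with peptide substrate and 25 µM ATP; 0% = DMSO neutral wells and 100% = GW8510 positive control wells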
# Target sequence (P49840 whole entry, looked up): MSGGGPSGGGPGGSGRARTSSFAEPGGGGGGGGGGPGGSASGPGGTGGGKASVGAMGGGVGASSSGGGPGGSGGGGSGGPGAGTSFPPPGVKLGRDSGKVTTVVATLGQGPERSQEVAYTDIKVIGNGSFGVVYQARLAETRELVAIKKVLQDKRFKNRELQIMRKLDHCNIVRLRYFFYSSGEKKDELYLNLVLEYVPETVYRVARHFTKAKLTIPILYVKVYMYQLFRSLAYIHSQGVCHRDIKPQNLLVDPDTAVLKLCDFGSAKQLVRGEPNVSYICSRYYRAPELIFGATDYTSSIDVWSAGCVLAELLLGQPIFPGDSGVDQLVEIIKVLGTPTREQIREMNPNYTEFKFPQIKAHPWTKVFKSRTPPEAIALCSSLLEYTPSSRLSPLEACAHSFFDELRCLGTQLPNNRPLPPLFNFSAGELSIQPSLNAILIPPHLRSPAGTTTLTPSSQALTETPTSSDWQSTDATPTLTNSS
# RGS4 act = RGS4 potentiation or activation. HEK293 M3R/inducible RGS4, carbachol calcium flux Fluo4; stronger effect = lower value. B-score at 10 µM. 0.92% of 310,000 active. AID 463111;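 active means B-score of the integrated calcium signal more than 4 SD below the library mean, with starting fluorescence not abnormally high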;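 further: negative B-score means reduced calcium response which marks RGS4 activation or potentiation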
#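 Assay system: HEK293 FlpIn-TREx cells, stable M3R, doxycycline-inducible RGS4 / Probe or stimulus: carbachol, ECmax concentration / Times: overnight RGS4 induction, 30 min dye load 37 °C, 20 min compound RT / Signal: kinetic calcium fluorescence imaging with Fluo4-AM dye, 2 µM / Measure: Agonist-evoked peak-minus-minimum fluorescence over baseline, integrated ratio, B score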
# KCNQ1 pot = potentiators or activators of human KCNQ1 potassium channel | P51787 | CHO-K1 KCNQ1, thallium flux FluxOR fluorescence; stronger effect = higher value | B-score at 10 µM | 0.35% of 310,000 active;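 active means fluorescence ratio B-score, a plate-corrected score, at least three library SD, with initial intensity B-score within 5 SD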
#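 assay system = CHO-K1 cells stably expressing KCNQ1 | medium = assay buffer, equal DMSO in all wells | timing = 37 °C overnight plating, 90-min dark dye load, 20-min compound pretreatment | measured by = kinetic FluxOR thallium fluorescence, 10-s 1-Hz baseline, 110-s post-stimulus read | measure = fluorescence change relative to baseline, converted to B score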
# RGS4 block = inhibitors of human RGS4. B-score at 10 µM. 0.45% of 310,000 active. P49798. AID 463165. HEK293 M3R/RGS4 inducible, Fluo-4 calcium flux; stronger effect = higher value; triggered by carbachol at its EC20;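 active means B-score, a plate-corrected calcium signal, over three deviations above library mean, with baseline fluorescence within five deviations of library mean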;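 further: RGS4 expression induced by doxycycline in cells with stable M3 receptor; B-score is computed from the integrated fluorescence ratio over baseline after carbachol; higher B-score means a larger calcium signal and so more RGS4 inhibition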
# Target sequence (P49798 whole entry, looked up): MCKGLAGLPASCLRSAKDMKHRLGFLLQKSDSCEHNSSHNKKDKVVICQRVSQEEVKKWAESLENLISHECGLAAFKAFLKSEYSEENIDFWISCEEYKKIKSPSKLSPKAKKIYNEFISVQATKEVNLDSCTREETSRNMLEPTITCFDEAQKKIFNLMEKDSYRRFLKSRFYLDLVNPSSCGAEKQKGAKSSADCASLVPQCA
# hERG protect = hERG (human) protection from proarrhythmic block; activation (rescue from dofetilide block), less the hit threshold, % at 10 µM; Q12809; CHO-hERG, FluxOR thallium flux, dofetilide IC70 present; 0.51% of 310,000 active;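 active means activation above the mean of controls blocked by dofetilide plus 5 SD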;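 further: thallium influx through hERG after potassium depolarization seen as dye fluorescence rise; in these data hits start at about 4.7%; inactives centre near -7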
# KCNK3 inh = human KCNK3 channel inhibition, primary screen; O14649; B-score at 10 µM; 0.84% of 340,000 active; CHO-KCNK3 thallium flux, FluxOR fluorescence; stronger effect = lower value; AID 602410;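 active means B-score under library mean minus 4 SD, starting fluorescence ratio at most library mean plus 5 SD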;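 further: more negative B-score means stronger inhibition of thallium flux through KCNK3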
# Target sequence (O14649 whole entry, looked up): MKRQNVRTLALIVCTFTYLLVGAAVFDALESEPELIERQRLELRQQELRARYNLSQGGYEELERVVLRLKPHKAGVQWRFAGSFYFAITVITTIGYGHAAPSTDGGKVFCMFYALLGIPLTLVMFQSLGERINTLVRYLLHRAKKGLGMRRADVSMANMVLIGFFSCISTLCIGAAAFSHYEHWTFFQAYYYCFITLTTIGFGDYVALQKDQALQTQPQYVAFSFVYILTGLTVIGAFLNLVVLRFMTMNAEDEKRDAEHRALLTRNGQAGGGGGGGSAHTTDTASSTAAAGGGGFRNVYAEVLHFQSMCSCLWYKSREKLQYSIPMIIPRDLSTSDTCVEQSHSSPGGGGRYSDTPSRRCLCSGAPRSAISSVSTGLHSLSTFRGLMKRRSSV
# PolyA inhibitor = yeast polyadenylation inhibition. S. cerevisiae SKY197-pL101 polyadenylation reporter, beta-gal luminescence; efflux-impaired pdr1/pdr3 knockout yeast; score 100 = 6 SD above DMSO. calls only at 12 µM. 0.02% of 300,000 active. AID 1875;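 active means lowest replicate activity score at least 50, where 100 means six control SD above control mean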;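 further: yeast exposed to compound for 9 h at 30 °C; higher score means more reporter readthrough which indicates perturbed polyadenylation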
# KCNK9 block = inhibitors of human KCNK9 two-pore domain potassium channel; 1.2% of 310,000 active; B-score at 10 µM; AID 488922; HEK293 KCNK9, FluxOR thallium flux fluorescence; stronger effect = lower value; Q9NPC2;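 active means ratio B-score over 3 SD below the library mean, with starting fluorescence within 5 SD of its mean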;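 further: negative B-score means less thallium flux so channel inhibition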
# GSK3beta inhib = human GSK3beta kinase inhibition; 0.038% of 300,000 active; P49841; GST-GSK3beta kinase, ADP-Glo luminescence, 60 min; stronger effect = lower value; activity score (negative = inhibition), % at 10 µM;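 active means more than half of replicate wells score below -50%, meaning over 50% inhibition versus plate controls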;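 further: 0% = median DMSO wells and -100% = median GW8510 positive control wells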
#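 Assay system: GST-fused GSK3beta enzyme, cell-free / Medium: Tris pH 7.5 buffer with MgCl2, DTT, BSA, heparin / Also added: peptide substrate plus 25 µM ATP (final) / Compound: 10 µM single point / Timing: kinase reaction with compound 60 min at room temperature / Detection: ADP-Glo luminescence / Benchmarks: DMSO neutral wells and GW8510 at 20 µM as positive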
# Active calls of the source: *; i = inactive; · = not tested or not shown.
SMILES,KCNQ1 inh,Dyrk1A ADPGlo,GSK3 alpha inh,RGS4 act,KCNQ1 pot,RGS4 block,hERG protect,KCNK3 inh,PolyA inhibitor,KCNK9 block,GSK3beta inhib
CCOC(=O)c1c(-c2ccc(F)cc2)csc1NC(=O)C1CCCO1 (stereo not given),i,-2,·,i,i,i,-4,i,i,i,2
C=CCc1cccc(/C=N/NC(=O)CNc2cccc3ccccc23)c1O,i,-2,5,i,i,i,-4,i,i,i,0
CC(=O)Nc1nc2ccccc2n1Cc1ccccc1Cl,i,·,-3,i,i,i,-3,i,i,i,0
CC(=O)N1CCN(C(=O)CCN(c2ccccc2)S(=O)(=O)c2ccc(C)cc2)CC1,i,-4,-1,i,i,i,-10,i,i,i,2
O=C(CSc1nnc(C2CC2)n1-c1ccccc1)NCc1ccco1,i,-4,-1,i,i,i,-5,i,i,i,1
COc1cc2c(cc1OC)C1=C(C#N)CCC(=O)N1CC2,i,11,7,i,i,i,-5,i,i,i,1
COc1ccc(Nc2nc(C(F)(F)F)nc(C)c2C#N)cc1,i,-2,·,i,i,i,3,i,i,i,-3
Cc1ccc(-c2nn(-c3ccccc3Cl)cc2C(=O)NCC2CCCO2)cc1 (stereo not given),i,-6,-2,i,i,i,-16,i,i,i,1
CS(=O)(=O)N1CCC(C(=O)c2cccc(Cl)c2)CC1,i,3,1,i,i,i,-12,i,i,i,-1
CC(C)(C)NC(=O)Cn1c(SCC(=O)NC2CC2)nc2ccccc21,i,-3,-1,i,i,i,-7,i,i,i,1
Cc1ccc(S(=O)(=O)N2CCN(C(=O)CSc3nc(N)cc(=O)[nH]3)CC2)c(C)c1,i,0,1,i,i,i,-5,i,i,i,-1
S=c1[nH]c(-c2ccccc2)cn1/N=C/c1ccc(Br)cc1,i,-4,0,i,i,i,1,i,i,i,4
Cc1ccc(N2C(=O)[C@@H]3[C@H](C2=O)[C@H]2C=C(C(=O)c4ccccc4)C=CN2[C@@H]3C(=O)c2ccc(Cl)cc2)cc1,i,1,-1,i,i,i,-2,i,i,i,2
COc1ccc2[nH]cc(CCNC(=O)C3CCCNC3=O)c2c1 (stereo not given),i,3,-1,i,i,i,-13,i,i,i,0
Cc1cc(C(=O)CCl)c(C)n1Cc1ccco1,i,-1,0,i,i,i,-15,i,i,i,3
COc1cccc(CN2C(=O)[C@@H]3Cc4c([nH]c5ccccc45)C(C)(C)N3C2=O)c1,i,·,-12,i,i,i,-8,i,i,i,-1
CCn1c(=O)c2cc(S(=O)(=O)NCc3ccccc3)ccc2n(CC)c1=O,i,-2,-1,i,i,i,-2,i,i,i,2
Cc1ccc2c(c1)sc[n+]2Cc1ccccc1,i,1,-4,i,i,i,-15,i,i,i,-4
O=C(NCc1ccco1)Nc1ccc(OC(F)(F)F)cc1,i,·,-3,i,i,i,-8,i,i,i,-4
CCOC(=O)c1cccc(NC(=O)CCNS(=O)(=O)c2ccc3c(c2)CCN3C(=O)CC)c1,i,-8,0,i,i,i,-13,i,i,i,-4
CCn1c(SCC(=O)N2CCN(c3ccccc3)CC2)nc2c(c1=O)SC(C)C2 (stereo not given),i,-1,-1,i,i,i,-16,i,i,i,2
O=S(=O)(NCc1ccc(F)cc1)c1ccc2c(c1)OCCO2,i,-4,4,i,i,i,-14,i,i,i,2
O=C(Nc1nc(-c2cccc3ccccc23)cs1)c1cnccn1,i,-2,-1,i,i,5.5*,-11,i,i,i,7
C=CCSc1nc2ccccc2c(=O)n1C1CCOC(C)(C)C1 (stereo not given),i,·,-2,i,i,i,-18,i,i,i,3
CCOc1cc2[nH]c(=S)n(Cc3ccc(C)o3)c(=O)c2cc1OCC,i,3,-5,i,i,i,-3,i,i,i,-2
COc1ccc(OCCCC(=O)OCC(=O)NNC(=O)c2ccc([N+](=O)[O-])cc2)cc1,i,9,·,i,i,i,-2,i,i,i,1
CCn1nnnc1SCC(=O)NCc1ccco1,i,2,-1,i,i,i,-10,i,i,i,0
O=C(C[n+]1ccc(CCSc2ccc(F)cc2)cc1)c1ccccc1,i,1,·,i,i,i,-14,i,i,i,-17
CNC(=O)NC(=O)CSc1ncc(C(F)(F)F)cc1Cl,i,-1,4,i,i,i,-2,i,i,i,0
Clc1ccc(N=c2ssnc2Cl)nc1,i,-8,-1,i,i,i,-15,i,i,i,-5
Cc1cccc(Oc2ccccc2NC(=O)CN2C(=O)NC3(CCCC3)C2=O)c1,i,-7,0,i,i,i,-17,i,i,i,3
O=C(c1ccsc1)N1CCCC(Nc2ccc(F)c(F)c2)C1 (stereo not given),i,1,5,i,i,i,-3,i,i,i,1
COc1cc(C(=O)Nc2nc(-c3ccc(F)cc3)cs2)ccc1OCC(=O)N1CCOCC1,i,25,-2,i,i,i,-5,i,i,i,0
Cc1nnc(N2C(=O)C(O)=C(C(=O)c3ccco3)C2c2ccc(F)cc2)s1 (stereo not given),i,7,-5,i,i,i,-1,i,i,i,6
COc1ccc([N+](=O)[O-])cc1N(CC1CO1)S(=O)(=O)c1ccc(C)cc1 (stereo not given),i,2,-1,i,i,i,-6,i,i,i,1
CN1CCN(c2ccc(CNS(=O)(=O)c3cccc(F)c3)cc2)CC1,i,-3,-1,i,i,i,-4,i,i,i,0
COc1cccc(C(=O)NNS(=O)(=O)c2ccc(F)cc2)c1,i,6,3,i,i,i,-7,i,i,i,-4
CC1(C)CCCN(C(=O)c2ccc3c(c2NCCO)C(=O)c2ccccc2C3=O)C1,i,-1,2,i,i,i,-13,i,i,i,0
CCCOc1ccc(CSc2ncn[nH]2)cc1,i,1,-1,i,i,i,-5,i,i,i,0
CCC1CCCCN1S(=O)(=O)c1c(C)n(C)c(=O)n(C)c1=O (stereo not given),i,19,-3,i,i,i,-8,i,i,i,2
COc1ccc(CCNC(=O)C(=O)NCC2OCCN2S(=O)(=O)c2ccc(OC)c(OC)c2)cc1OC (stereo not given),i,2,-2,i,i,i,-9,i,i,i,2
C=CCNC(=O)c1ccc(C2SCC(=O)N2Cc2ccco2)cc1 (stereo not given),i,-9,-1,i,i,i,4,i,i,i,1
Nc1nonc1-n1nnc(C(=O)N/N=C/c2ccc(Cl)cc2)c1-c1ccc2c(c1)OCO2,i,2,-1,i,i,i,-1,i,i,i,3
Cc1cc(C(=O)CSc2nc3ccccc3o2)c(C)n1C1CC1,i,2,·,i,i,i,-5,i,i,i,2
Cn1c(=O)c([N+](=O)[O-])c(NC2CCS(=O)(=O)C2)c2ccccc21 (stereo not given),i,·,4,i,i,i,-7,i,i,i,-3
COc1ccc(OC)c(NC(=O)CSc2nc3n[nH]c(C)c3c(=N)n2-c2cccc(Cl)c2C)c1,i,-4,0,i,i,i,-11,i,i,i,-2
CC(=O)N1CCC[C@H]1C(=O)O,i,-8,-2,i,i,i,-12,i,·,i,0
COc1ccc(N(C)S(=O)(=O)c2cccc(C(=O)NCC3CCCCC3)c2)cc1,i,·,·,i,i,i,-20,i,i,i,4
C=CCn1c(SCC(=O)NC(=O)c2cccc([N+](=O)[O-])c2)nnc1-c1ccccc1,i,0,-1,i,i,i,-4,i,i,i,0
COc1ccc2nc3cc(Cl)ccc3c(Nc3cc(CN4CCCC4)c(O)c(CN4CCCC4)c3)c2n1,i,·,4,i,i,i,-5,·,i,i,-4

# Later entries.
SMILES,KCNQ1 inh,Dyrk1A ADPGlo,GSK3 alpha inh,RGS4 act,KCNQ1 pot,RGS4 block,hERG protect,KCNK3 inh,PolyA inhibitor,KCNK9 block,GSK3beta inhib
COC(=O)c1ccc(CSc2nnc(-c3c[nH]c4ccccc34)n2-c2ccccc2)cc1,i,-1,-4,i,i,i,-2,i,i,i,2
COc1ccc(NC(=O)CN(c2ccc(OC)c(Cl)c2)S(=O)(=O)c2ccccc2)c(OC)c1,6*,-6,-1,i,i,i,-1,i,i,i,-1
Cc1ccc(C(C(=O)NC2CCCC2)N(C(=O)CNC(=O)c2cccs2)c2cccnc2)o1 (stereo not given),i,0,2,i,i,i,-13,i,i,i,0
COc1ccc(C/C(O)=C(\C#N)c2nc3ccccc3[nH]2)cc1OC,i,2,-1,i,i,i,-9,i,i,i,-3
COC(=O)c1cccc2nc3c(C(C)O)cccc3nc12 (stereo not given),i,14,0,i,i,i,-4,i,i,i,-1
CCN1C(=O)/C(=C/c2ccc(N3CCCC3)cc2)NC1=S,12*,-8,7,i,i,i,-11,i,i,i,3
CCOC(=O)c1c(C)sc2c1N(C(=O)CN(CC)CC)c1ccccc1S2,i,-3,2,i,i,i,-10,i,i,i,1
Cc1ccc(NC(=O)c2cc([N+](=O)[O-])ccc2N2CCCC2)cc1,i,6,-13,i,i,i,-18,i,i,i,0
Cn1c(CN2CCOCC2)nc2cc(NC(=O)c3ccccc3Cl)ccc21,i,1,-2,i,i,i,-5,i,i,i,3
CCOC(=O)CCC(NC(=O)CCC(=O)NC(CCC(=O)OCC)C(=O)OCC)C(=O)OCC (stereo not given),i,-4,-3,i,i,i,-7,i,i,i,-10
O=C(O)CSc1nc2sc3c(c2c(=O)n1-c1ccccc1)CCC3,i,0,-4,i,i,i,-14,i,i,i,1
O=C(/C(=C/c1ccccc1)n1cncn1)c1ccc(Cl)cc1Cl,i,5,-1,i,i,i,-11,i,i,i,2
CCOC(=O)C1CCN(Cc2ccc(OCc3ccccc3)cc2)CC1,i,13,-1,i,i,i,-10,i,i,i,-5
C/C=C/c1ccc(OCC(=O)N(C)CC(=O)Nc2ccc(F)cc2)c(OC)c1,i,·,-3,i,i,i,-10,i,i,i,3
COc1ccc(S(=O)(=O)n2cnc3ccccc32)cc1,i,8,0,i,i,i,-6,i,i,i,2
COc1cccc(C(=O)Nc2ccc3c(C)cc(=O)oc3c2)c1,i,-4,-2,i,i,i,-8,i,i,i,2

# Only part of the results is shown; the hit share may differ from the screen's.
